HPDE-C7 viability = HPDE-C7 pancreatic duct cell viability loss – fluorescence, HTS (AID 430); 63,000 tested, 1.8% active; HPDE-C7 pancreatic duct cells viability, fluorescence; higher % means a stronger effect; cytotoxicity, % at 10 µM, or EC50 in µM where a hit was titrated;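 also: cells exposed to compound for 48 hours before viability readout; 0% = vehicle and 100% = reference cytotoxic drug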
Spn MK inh = blocks S. pneumoniae mevalonate kinase. inhibition, % at 10 µM. 65,000 tested, 0.48% active. purified MK, PK/LDH-coupled NADH absorbance 340 nm;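 active = ranked among the strongest by inhibition in the single 10 µM screen, a fixed top-ranked set picked for dose follow-up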; also: no value below 0 was filed
KRASV12 cytotoxicity = cytotoxicity in KRAS-transformed pancreatic duct cells, primary screen, cell-based, fluorescence, HTS (AID 431). cytotoxicity, % at 10 µM; hits with a dose series show EC50 in µM. HPDE-C7K KRASV12 cells, Alamar Blue viability, 48 h; higher % means a stronger effect. 63,000 tested, 1.7% active;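 active = compounds whose percent cytotoxicity in the single-dose primary screen, scaled between solvent and toxic-drug controls, exceeds 50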;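 also: 0% = DMSO solvent wells and 100% = doxorubicin-treated wells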
HT1080 viability = HT1080 cell viability loss – fluorescence readout (AID 620) | cytotoxicity, % at 10 µM; hits with a dose series show EC50 in µM | 87,000 tested, 0.42% active | HT1080 viability, fluorescence; higher % means a stronger effect;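 also: cells exposed to compound overnight then 4 h with Alamar Blue; 0% = vehicle DMSO and 100% = killing control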
Spn PMK inh = inhibitors of Streptococcus pneumoniae phosphomevalonate kinase. inhibition, % at 10 µM. 65,000 tested, 0.49% active. purified PMK, PK/LDH-coupled NADH absorbance 340 nm. AID 539;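 active = top-ranked compounds by inhibition in the single 10 µM screen, taking a fixed number of the strongest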;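 also: 0% = full reaction with DMSO carrier and 100% = background rate without enzyme reaction; no value below 0 was filed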
Alkaline phosphatase = human TNAP enzyme inhibitors, biochemical, luminescent (AID 518); purified TNAP enzyme, luminescent substrate readout; higher % means a stronger effect; one-dose inhibition, % at 20 µM; IC50 in µM for titrated hits; 64,000 tested, 0.09% active; in the data active = a potency from the dose series; inactive = the rest, 99 in 100 with inhibition below about 22%;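 also: plate controls were vehicle for no effect and reference inhibitor for full effect; many of its hits are not listed in these tables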
Bfl-1 inhibitors = Bfl-1 inhibitors, primary screen, biochemical, fluorescence polarization, FITC-Bid, mouse (AID 432) | FITC-Bid BH3 peptide fluorescence polarization displacement; higher % means a stronger effect | displacement, % at 20 µM, or IC50 in µM where a hit was titrated | 64,000 tested, 0.02% active; in the data active = a potency from the dose series; inactive = the rest, 99 in 100 with displacement below about 15%; also: strong numbers were not always called active
Spn DPM-DC inh = blocks S. pneumoniae diphosphomevalonate decarboxylase; purified DPM-DC, PK/LDH coupled NADH fluorescence; calls only at 10 µM; 65,000 tested, 0.49% active;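 active = the 320 compounds with the highest percent inhibition in the single-dose primary screen, excluding strongly autofluorescent ones, cut at about 32% in these data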;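 also: kinetic rate of NADH fluorescence loss reporting ADP formed by the decarboxylase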
LYP inhibition = inhibition of human PTPN22 tyrosine phosphatase – biochemical, DiFMUP fluorescence, recombinant catalytic domain, 10 µM, primary screen (AID 606) | recombinant LYP catalytic domain, DiFMUP fluorescence; higher % means a stronger effect | inhibition, % at 10 µM; hits with a dose series show IC50 in µM | 52,000 tested, under 10 active;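 active = IC50 under 40 µM in the dose-response test; inactive = IC50 of 40 µM or more, or never dose-tested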
Spn PMK inh pilot replicates = recorded beside Spn PMK inh, whose call it bears; inhibition, %; measured here: pilot screen replicates
Spn MK inh pilot replicates = further read-out of Spn MK inh, marked with its call; inhibition, %; measured here: pilot screen replicates
Spn DPM-DC inh pilot screen % = second read-out of Spn DPM-DC inh, no call of its own (marks repeat the call); inhibition, %; measured here: pilot screen trials
* = called active by the depositor; i = inactive; . = no result given. Rule as the data show it, unless noted: active = cytotoxicity above about 50%; inactive = the rest.

SMILES | HPDE-C7 viability | Spn MK inh | KRASV12 cytotoxicity | HT1080 viability | Spn PMK inh | Alkaline phosphatase | Bfl-1 inhibitors | Spn DPM-DC inh | LYP inhibition | others
COCC(C)NCc1ccc(C)cc1C (configuration not stated) | -1% | 52* | 1% | 2% | 1 | 9% | -6% | i | 7%
COC(=O)C1C(=O)c2c([nH]c(C(=O)OCC3CCCO3)c2C)CC1C (configuration not stated) | -4% | 6 | 0% | -6% | 1 | 2% | 5% | i | -4%
O=S(=O)(NCC1CCCO1)c1cccc(S(=O)(=O)N2CCCC2)c1 (configuration not stated) | 1% | 0 | 3% | -8% | 15 | 5% | 2% | i | .
COC(=O)Cc1c(C)c2ccc(OCC(=O)NCc3ccc4c(c3)OCO4)cc2oc1=O | -2% | 12 | 8% | 7% | 6 | -2% | 5% | i | 0%
COc1cccc(CNC(=O)C2CCN(S(=O)(=O)c3ccccc3)CC2)c1 | 3% | 0 | 12% | -4% | 16 | 1% | 3% | i | -12%
COc1ccc2nc(SCC(=O)O)nc(C)c2c1 | 4% | 0 | 4% | -1% | 7 | 7% | -9% | i | 5%
Cc1cc(C)n(-c2ccc(C(=O)OCC(=O)c3c(N)n(C)c(=O)n(C)c3=O)cc2)n1 | 3% | 0 | 8% | 0% | 15 | 0% | 3% | i | 9%
COc1ccc2nc(N3CCCCC3)c(C#N)cc2c1 | 0% | 6 | -8% | -10% | 15 | -9% | 4% | i | 6%
Cc1csc(SCC(=O)Nc2ccc(S(=O)(=O)N3CCCC3)cc2)n1 | 3% | 17 | 5% | -4% | 0 | 11% | -1% | i | .
Fc1ccccc1/C=N/n1cnnc1 | 16% | 16 | 4% | 7% | 0 | 8% | -6% | i | 5%
CC(C)(C)C1=Nn2c(nnc2-c2ccccc2F)SC1 | 4% | 6 | -2% | 2% | 18 | -1% | -1% | i | .
CCN1CCCC1CNC(=O)COc1cc(=O)n(C)c2ccccc12 (configuration not stated) | -11% | 5 | -14% | 17% | 9 | 0% | 3% | i | 5%
CC1(C)CC(=O)C(CCCN2C(=O)c3ccccc3C2=O)C(=O)C1 | -11% | 5 | -9% | -4% | 2 | 9% | -3% | i | 5%
CCCc1nnc(NC(=O)CCC(=O)N2CCCCCC2)s1 | -20% | 8 | -29% | -5% | 13 | 10% | -7% | i | 2%
FC(F)(F)c1ccc(N2CCOCC2)c(NC2=NCCCCC2)c1 | 0% | 2 | 4% | -7% | 18 | 10% | -1% | i | .
CN=C(Nc1cc(C)nn1-c1ccccc1)c1ccc(F)cc1 | -16% | 6 | -12% | -5% | 16 | 7% | -5% | i | 7%
CCC(CC)C(=O)Nc1nnc(-c2cccs2)s1 | 5% | 0 | -2% | -2% | 17 | 8% | -2% | i | -13%
CN1CCN(C(=O)C(Cc2ccccc2)NS(=O)(=O)c2ccc3c(c2)CCC(=O)N3)CC1 (configuration not stated) | 5% | 6 | -1% | -5% | 0 | 4% | 2% | i | 2%
CC(=O)Nc1cccc(NC(=O)c2c(-c3c(Cl)cccc3Cl)noc2C)c1 | 4% | 6 | -7% | -5% | 0 | 3% | -4% | i | 18%
O=C(OC1CCOC1=O)c1ccc2ccccc2n1 (configuration not stated) | -20% | 0 | -4% | -3% | 17 | 8% | 0% | i | 8% | Spn PMK inh pilot replicates=0.0;Spn MK inh pilot replicates=0.0;Spn DPM-DC inh pilot screen %=3.0
O=S(=O)(c1ccc(Cl)cc1)N1CCN(C2CCCCCC2)CC1 | -2% | 7 | 8% | 4% | 0 | 13% | 6% | i | 9%
Cc1cccc(NC(=O)c2oc3ccc(S(=O)(=O)N4CCOCC4)cc3c2C)c1C | -12% | 8 | -1% | 1% | 11 | 6% | 0% | i | 9%
Cc1nonc1NC(=O)N1CCCC1 | -23% | 3 | -17% | 9% | 4 | 11% | 11% | i | 5%
O=C(CSc1nnc(C23CC4CC(CC(C4)C2)C3)o1)Nc1ccc(N2CCOCC2)c(Cl)c1 | -10% | 5 | 5% | 4% | 0 | -3% | 1% | i | -31%
O=C(O)COc1ccc2c(-c3ccccc3)cc(=O)oc2c1 | 2% | 5 | -6% | 14% | 9 | 14% | -1% | i | 12%
Cc1cc(N2C(=O)C3C4c5ccccc5C(c5ccccc54)C3C2=O)no1 (configuration not stated) | -7% | 2 | -14% | -10% | 1 | -2% | -3% | i | -7%

Compounds shown so far that have a COOH group:
SMILES | HPDE-C7 viability | Spn MK inh | KRASV12 cytotoxicity | HT1080 viability | Spn PMK inh | Alkaline phosphatase | Bfl-1 inhibitors | Spn DPM-DC inh | LYP inhibition | others
COc1ccc2nc(SCC(=O)O)nc(C)c2c1 | 4% | 0 | 4% | -1% | 7 | 7% | -9% | i | 5%
O=C(O)COc1ccc2c(-c3ccccc3)cc(=O)oc2c1 | 2% | 5 | -6% | 14% | 9 | 14% | -1% | i | 12%

3 compounds drawn at random from the list so far:
SMILES | HPDE-C7 viability | Spn MK inh | KRASV12 cytotoxicity | HT1080 viability | Spn PMK inh | Alkaline phosphatase | Bfl-1 inhibitors | Spn DPM-DC inh | LYP inhibition | others
COC(=O)Cc1c(C)c2ccc(OCC(=O)NCc3ccc4c(c3)OCO4)cc2oc1=O | -2% | 12 | 8% | 7% | 6 | -2% | 5% | i | 0%
Cc1csc(SCC(=O)Nc2ccc(S(=O)(=O)N3CCCC3)cc2)n1 | 3% | 17 | 5% | -4% | 0 | 11% | -1% | i | .
FC(F)(F)c1ccc(N2CCOCC2)c(NC2=NCCCCC2)c1 | 0% | 2 | 4% | -7% | 18 | 10% | -1% | i | .

Rows are unselected; overall some 3.5% were active at least once.
